14-3-3g Raf = modulators of 14-3-3 gamma protein binding, primary screen, biochemical, fluorescence polarization; 14-3-3 protein gamma (Homo sapiens), P61981; FP, 14-3-3gamma / TMR-pS259-Raf peptide binding; inhibition, % at 40 µM; 0.19% of 160,000 active; in the data active means inhibition above about 30%;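 further: 0% = protein plus tracer without compound and 100% = blank with tracer alone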
Target sequence (P61981 whole entry, looked up): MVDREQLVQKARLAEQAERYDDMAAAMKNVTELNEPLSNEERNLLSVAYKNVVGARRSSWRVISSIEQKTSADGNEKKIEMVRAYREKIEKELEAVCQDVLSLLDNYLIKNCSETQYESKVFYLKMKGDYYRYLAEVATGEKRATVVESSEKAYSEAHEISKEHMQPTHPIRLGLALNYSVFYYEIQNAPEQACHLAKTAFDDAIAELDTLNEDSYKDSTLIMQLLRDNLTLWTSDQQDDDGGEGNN
* marks the source's active call; other numbers are inactive results; & = joins results of further samples. Not all compounds are listed, so the mix of outcomes need not match the whole.

#	smiles	14-3-3g Raf
1	CCOC(=O)Cc1ccc(N(Cc2ccc(F)cc2)S(=O)(=O)c2cccc([N+](=O)[O-])c2)cc1	2
2	CC(C)c1nc(SCc2c(F)cccc2Cl)c2c(=O)n(C)c(=O)n(C)c2n1	-20
3	CSc1nc2sc3c(c2c(=O)n1CCc1ccccc1)CCC3	-15
4	O=C(CN(c1cc(C(F)(F)F)ccc1Cl)S(=O)(=O)c1ccccc1)NCC1CCCO1 (stereo not drawn)	2
5	COc1cc2cc(CN(Cc3nnnn3C3CCCC3)C3CCCC3)c(=O)[nH]c2cc1OC	-3
6	COc1ccccc1NC(=O)c1c(NC(=O)c2cc([N+](=O)[O-])ccc2Cl)sc2c1CCC(C)C2 (stereo not drawn)	0
7	Cc1nn(C(=O)c2ccc(COc3ccccc3Cl)o2)c(C)c1Br	-6
8	CCc1ccccc1NC(=O)c1ccccc1CCc1ccccc1	-3
9	Cc1ccc(S(=O)(=O)N=C(Nc2cc(C)on2)c2ccccc2)cc1	1
10	Cc1cccc(NC(=O)CN(C)S(=O)(=O)c2ccc(Br)s2)c1C	3
11	O=C1CN(C(=O)c2ccccc2Cl)C(c2ccc(F)cc2)c2cc(Br)ccc2N1 (stereo not drawn)	3
12	COCCN1Cc2cccc(C(=O)Nc3ccc(S(=O)(=O)N4CCCCCC4)cc3)c2C1=O	5
13	COc1cc(C(=O)Nc2cccc(NC(=O)c3cccc(Cl)c3)c2)cc(OC)c1OC	-6
14	COC(=O)c1ccc(C)c(NS(=O)(=O)c2ccc3c(c2)OCCO3)c1	0&-8
15	COC(=O)C1=CNC=C(C(=O)OC)C1c1ccccc1Cl	-7
16	CN(CCC#N)CC(=O)Nc1ccc(NC(=O)CN(C)CCC#N)cc1	1
17	CCC(Sc1nc2ccccc2o1)C(N)=O (stereo not drawn)	-4
18	Cn1c(SCC(=O)NCc2ccco2)nnc1-c1ccc(S(=O)(=O)N2CCOCC2)cc1	-4
19	CCOC(=O)N1CCC(c2cc(=O)n3[nH]c(C)c(-c4ccc(F)cc4)c3n2)CC1	-6
20	Nc1cc(N)cc(C(=O)Nc2nc3ccc(N)cc3s2)c1	2
21	CCOc1ccc(/C(O)=C2/C(=O)C(=O)N(c3cc(C)on3)C2c2ccc(C(=O)OC)cc2)cc1 (stereo not drawn)	-5
22	COc1ccc(NC(=O)C2C(C=C(Cl)Cl)C2(C)C)cc1 (stereo not drawn)	0
23	COc1cc2c(cc1OC)C(c1ccc3c(c1)OCO3)C1=C(CC(C)(C)CC1=O)N2 (stereo not drawn)	-2
24	Cc1ccc2nc(C)cc(Nc3cccc(Cl)c3C)c2c1	-66
25	O=C(CCS(=O)(=O)c1ccc(Br)cc1)Nc1cccc([N+](=O)[O-])c1	2
26	Cc1cccc(CN2C(=O)CSc3ccc(C(=O)NCCc4ccccc4)cc32)c1	-3
27	Cc1ccc(-c2nnc(SCC(=O)Nc3nc4c(s3)CCCC4)n2C)cc1	-5
28	C=CCOC(=O)C1=C(C)N=C2SCCC(=O)N2C1c1ccc(C)cc1 (stereo not drawn)	-7
29	CCOc1ccc(CCNC(=O)c2coc(=O)c3ccccc23)cc1OCC	-5
30	Cc1cc(C)c2c(N=CN(C)C)c(C(=O)N3CCN(c4ncccn4)CC3)sc2n1	-6

Shown field by field: 4 of the compounds above
[12] COCCN1Cc2cccc(C(=O)Nc3ccc(S(=O)(=O)N4CCCCCC4)cc3)c2C1=O
- 14-3-3g Raf: 5

[13] COc1cc(C(=O)Nc2cccc(NC(=O)c3cccc(Cl)c3)c2)cc(OC)c1OC
- 14-3-3g Raf: -6

[14] COC(=O)c1ccc(C)c(NS(=O)(=O)c2ccc3c(c2)OCCO3)c1
- 14-3-3g Raf: 0&-8

[15] COC(=O)C1=CNC=C(C(=O)OC)C1c1ccccc1Cl
- 14-3-3g Raf: -7

Additional results
#	smiles	14-3-3g Raf
31	Cc1cccc(NC(=O)c2ccc(S(=O)(=O)N3CCOCC3)cc2)c1C	1
32	O=S(=O)(N1CCOCC1)N1CCCN(S(=O)(=O)N2CCOCC2)CC1	-3
33	Cc1c(C(=O)N2CCCC2)sc2ncn(CC(=O)N3CC(C)CC(C)C3)c(=O)c12 (stereo not drawn)	-3
34	CC(=O)Nc1ccc(S(=O)(=O)N2CCN(C)CC2)cc1	-1
35	Cc1ccc(CCNC(=O)C2CCC(=O)N2C2CCCC2)cc1 (stereo not drawn)	-8
36	COc1ccc(-c2nc3n(n2)C(=O)CC(c2cccs2)S3)cc1 (stereo not drawn)	-5
37	O=S(=O)(c1ccc2oc(-c3cccnc3)nc2c1)c1ccc2oc(-c3cccnc3)nc2c1	-15
38	CC(C)C(NC(=O)COc1ccc(Br)cc1)C(=O)O (stereo not drawn)	-4
39	Cc1ccc(S(=O)(=O)N(Cc2nccn2C)C(C)C)cc1	0
40	c1ccc(Oc2ccc(-n3cnnn3)cc2)cc1	-2
41	O=C(CSC1=Nc2ccccc2C2=NC(c3ccccc3)C(=O)N12)c1ccc(F)cc1 (stereo not drawn)	-30
42	CC(C)(C)c1ccc(-c2csc3nc4c5ccccc5c(N5CCOCC5)nn4c(=O)c23)cc1	-1
43	CCN(CC)S(=O)(=O)c1ccc2c(c1)NC(=O)CS2	7
44	O=C(COc1ccccc1)Nc1nc(-c2ccc(S(=O)(=O)N3CCOCC3)cc2)cs1	-4
45	O=C(c1ccc(S(=O)(=O)N2CCOCC2)cc1)N1CCN(Cc2ccc3c(c2)OCO3)CC1	-2
46	CCOc1ccccc1NC(=O)CCCc1nc2ccccc2c(=O)[nH]1	-3
47	CCc1cccc(NC(=O)C2c3ccccc3C(=O)N(C)C2c2c[nH]c3ccccc23)c1 (stereo not drawn)	-6
48	CCN(Cc1ccccc1)C(=O)C1CCN(S(=O)(=O)c2cccc3nsnc23)CC1	-11
49	Cc1ccccc1CSc1nc2c(cnn2-c2ccc(F)cc2)c(=O)[nH]1	3
50	O=C(NCC(=O)N(c1ccc2c(c1)OCCO2)C(C(=O)NC1CCCC1)c1ccco1)c1ccco1 (stereo not drawn)	1
51	Cc1ccc(Oc2ccc3c(c2)C(=O)N(c2cccc(C(=O)O)c2)C3=O)cc1C	1
52	COc1ccc2c(c1)OC(O)(C(F)(F)C(F)F)CC2=O (stereo not drawn)	-6
53	Cc1ccc(C2C(=O)N(C3CCCC(C)C3C)CC(=O)N2CCC2=CCCCC2)cc1 (stereo not drawn)	-2
54	CC(=O)C1=C(O)C(=O)N(Cc2ccco2)C1c1ccc(C(C)C)cc1 (stereo not drawn)	-13
55	Cn1c(=O)c2ncn(CC(=O)NCCOc3ccccc3)c2n(C)c1=O	-1
56	O=C(Nc1ccc([N+](=O)[O-])cc1O)C1C2CC/C=C\CC/C=C\CCC21 (stereo not drawn)	-34
57	CCOc1ccc(C2C(C(=O)OC)C(=O)CC(C)(O)C2C(=O)OC)cc1 (stereo not drawn)	-8
58	CC1CCCCN1C(=O)c1cc(F)c(F)cc1Cl (stereo not drawn)	-6
59	CCCc1cc(=O)[nH]c(SCC(=O)N(C)Cc2ccccc2)n1	-17
60	Cc1cccc(NC(=O)COc2cccc(C)c2C)c1C	-6
61	CCOc1ccc(C(=O)Nc2c3c(nn2-c2cccc(Cl)c2)CS(=O)C3)cc1OCC (stereo not drawn)	-4
62	O=C1NCC(COc2cccc3ccccc23)O1 (stereo not drawn)	-3
63	COc1ccc(OC)c(C2C3=C(CCCC3=O)Nc3nc(SC)nn32)c1 (stereo not drawn)	3
64	CCn1c(COc2ccccc2C)nnc1SCC(=O)Nc1ccc2c(c1)OCCO2	4
65	O=C(CC(SCCO)c1ccc2c(c1)OCO2)c1ccco1 (stereo not drawn)	-4
66	Cc1ccc(C)c(CSc2nnc(CCN)o2)c1	-5
67	CCOC(=O)C1=CN(C)C=C(C(=O)OCC)C1c1cccc(Cl)c1	10
68	COc1ccc(C(=O)Nc2ccc(Oc3nc(C)nc4sc5c(c34)CCC5)cc2)cc1OC	-2
69	COc1ccc(-c2noc(CCC(=O)N(C)c3ccc(Br)cc3)n2)cc1	-2
70	O=C1C(=O)N(Cc2ccc(Br)cc2)c2ccccc21	-1
71	CCC(=O)Nc1nnc(Cc2ccccc2)s1	-7
72	O=C(NCCCN1CCOCC1)c1cc(-c2ccc3c(c2)OCO3)nc2ccccc12	-5
73	CCOC(=O)C1CCN(C(=O)CN(c2ccc(OC)cc2)S(=O)(=O)c2c(C)nn(C)c2C)CC1	2
74	FC(F)(F)c1ccccc1CN1CCN(Cc2cccc(Cl)c2)CC1	-8
75	CCOc1ccc(NC(=O)c2sc(=S)n(-c3ccccc3C)c2N)cc1	0
76	Cc1ccc(-c2cc(C(=O)Nc3ccc(C(N)=O)cc3)c3ccccc3n2)o1	-28
77	C=CCn1c(N)c(C(=O)Nc2ccccc2)c2nc3ccccc3nc21	-27
78	CCCC(=O)N1c2ccccc2NC2=C(C(=O)CCC2)C1c1ccccc1Cl (stereo not drawn)	-1
79	COc1ccc(CCn2c(SCc3ccc(C)cc3)nc3ccsc3c2=O)cc1OC	2
80	Cc1ccc(OCC(=O)N2CC(=O)N(CCc3ccccc3)C(=O)C2)cc1	-24
81	CC(=O)Nc1cc(C(=O)N2CC=C(c3ccccc3)CC2)ccc1Sc1ccc(C)cc1	0
82	Nc1ccc(N2S(=O)(=O)c3ccccc3S2(=O)=O)cc1	-17
83	O=C(C1CCC1)N1CCC(c2nc3c(nnn3Cc3c(F)cccc3Cl)c(=O)[nH]2)CC1	0
84	CSc1nnc2c(n1)OC(c1ccc(N(C)C)cc1)Nc1ccccc1-2 (stereo not drawn)	-2
85	Cc1c(C(=O)NCc2ccccc2)oc2ccc(S(=O)(=O)N3CCOCC3)cc12	8
86	O=C1CCCC2=C1C(c1ccc(Cl)cc1)n1c(nc3ccccc31)N2 (stereo not drawn)	-4
87	CC(C)(C)NC(=O)Cn1cc(C#N)c2cc(Br)ccc21	5
88	N#CCN1CCn2c3c(c4cc(C5CCCCC5)ccc42)CCCC31 (stereo not drawn)	0
89	Cc1cc(C)c(C)c(C(=O)COC(=O)CNS(=O)(=O)c2ccccc2)c1C	-10
90	COc1cc(C=NS(=O)(=O)c2cccs2)cc(Br)c1O	-4

Remaining list, next part
#	smiles	14-3-3g Raf
91	CC1=C(C(=O)NCc2ccco2)C2(CCC(C)CC2)OC1=O (stereo not drawn)	-12
92	COc1cc(C2SC(NC(C)=O)=NN2C(C)=O)cc(OC)c1OC(C)=O (stereo not drawn)	-1
93	O=c1c2ccccc2c(/C=N/c2ncn[nH]2)c(O)n1Cc1ccccc1	-3
94	CCOC(=O)CN1C(=O)C(O)(CC(=O)c2cccc(OC)c2)c2ccccc21 (stereo not drawn)	-6&-1
95	Cc1ccc(C)c(C(=O)Cn2c(NCCO)nc3ccccc32)c1	8
96	COc1ccccc1N1CCN(c2ccc(N3C(=O)CCCC3=O)cc2[N+](=O)[O-])CC1	-2
97	COc1ccc(N2C(=O)CC(NCCc3ccccn3)C2=O)cc1 (stereo not drawn)	-3
98	CCSc1nnc(-c2ccccc2NC(C)=O)c(=O)[nH]1	0
99	COc1ccc(CC(=O)n2c(CC#N)nc3ccccc32)cc1OC	-3
100	O=c1[nH]c2ccc(S(=O)(=O)Nc3cccc(C(F)(F)F)c3)cc2s1	6
101	CCOC(=O)N1CCN(S(=O)(=O)c2c(C)nn(C)c2C)CC1	-2
102	CCCCn1nnc2c(=O)oc3ccccc3c21	-2
103	COC(=O)C1=C(C)NC2=C(C(=O)CC(c3cccs3)C2)C1c1ccc2c(c1)OCO2 (stereo not drawn)	-2
104	CCc1ccccc1N1C(=O)C2CCCN2C1=S (stereo not drawn)	-5
105	Cc1cc(N2CCN(C3CCCCC3)CC2)nc2cccc(O)c12	-5
106	Cn1c(Cn2c(=O)sc3ccccc32)nnc1SCc1ccccn1	-7
107	Cc1ccc(C)c(N2CCN(C(=O)CCCn3c(=S)[nH]c4cc5c(cc4c3=O)OCO5)CC2)c1	-4
108	CC(C)Sc1nnc2c3cc(Br)ccc3n(C)c2n1	-1
109	Cc1ccc(N2C(=O)C3C4C=CC(C4)C3C2=O)c(C)c1 (stereo not drawn)	8
110	Oc1c(-c2ccc(F)cc2)c2nc3ccccc3nc2c2ccccc12	53*
111	CN(CC(=O)N1CCn2c1nc1ccccc12)S(=O)(=O)c1ccc2c(c1)CCC(=O)N2	-10
112	CC1CC(C)CN(S(=O)(=O)N2CCCC(C(=O)NCc3ccc4c(c3)OCO4)C2)C1 (stereo not drawn)	-1
113	CC(=O)Nc1cc(C(=O)NCc2ccccc2)ccc1Sc1ccc(Cl)cc1	-1
114	CCOc1ccc(-c2csc(-c3cc4cc(OC)ccc4oc3=O)n2)cc1	-22
115	CC1=C(C(=O)OC2CCCC2)C(c2ccccc2F)C2=C(CC(c3cccs3)CC2=O)N1 (stereo not drawn)	2
116	Clc1ccc2nc(-c3ccco3)cc(-c3ccccc3)c2c1	-37
117	COc1cccc(NS(=O)(=O)c2ccc3[nH]cc(C(=O)NCCC(C)C)c(=O)c3c2)c1	-10&-28
118	CN(C)CCn1c(C#N)cc2ccccc21	-5
119	CC(C)c1ccc(OCc2nc(-c3ccccn3)no2)c(Br)c1	2
120	NC(=O)Nn1c(CCC(=O)O)ccc1-c1ccc(Br)cc1	-19
121	Cc1ccc(-c2csc(NC(=O)c3cccc(N4C(=O)CCC4=O)c3)n2)o1	-6
122	Cc1ccc(C)c(Cn2c(=O)c3c(nc4n3CCN4Cc3ccco3)n(C)c2=O)c1	9
123	C=CCNC(=O)c1sc(=S)n(CCc2ccccc2)c1N	-1

Rewritten with each value named: 4 of the compounds above.
108: CC(C)Sc1nnc2c3cc(Br)ccc3n(C)c2n1
- 14-3-3g Raf: -1

110: Oc1c(-c2ccc(F)cc2)c2nc3ccccc3nc2c2ccccc12
- 14-3-3g Raf: 53*

112: CC1CC(C)CN(S(=O)(=O)N2CCCC(C(=O)NCc3ccc4c(c3)OCO4)C2)C1 (stereo not drawn)
- 14-3-3g Raf: -1

123: C=CCNC(=O)c1sc(=S)n(CCc2ccccc2)c1N
- 14-3-3g Raf: -1
